TcdB GH inh: TcdB glycohydrolase inhibitors, primary screen, biochemical, single point, plate reader; 350,000 compounds, 0.24% hits; Toxin B (Clostridioides difficile), P18177; TcdB glycohydrolase enzymatic assay; inhibition, % at 9.99 µM; in the data active = inhibition above about 10%
Target sequence (P18177 whole entry, looked up): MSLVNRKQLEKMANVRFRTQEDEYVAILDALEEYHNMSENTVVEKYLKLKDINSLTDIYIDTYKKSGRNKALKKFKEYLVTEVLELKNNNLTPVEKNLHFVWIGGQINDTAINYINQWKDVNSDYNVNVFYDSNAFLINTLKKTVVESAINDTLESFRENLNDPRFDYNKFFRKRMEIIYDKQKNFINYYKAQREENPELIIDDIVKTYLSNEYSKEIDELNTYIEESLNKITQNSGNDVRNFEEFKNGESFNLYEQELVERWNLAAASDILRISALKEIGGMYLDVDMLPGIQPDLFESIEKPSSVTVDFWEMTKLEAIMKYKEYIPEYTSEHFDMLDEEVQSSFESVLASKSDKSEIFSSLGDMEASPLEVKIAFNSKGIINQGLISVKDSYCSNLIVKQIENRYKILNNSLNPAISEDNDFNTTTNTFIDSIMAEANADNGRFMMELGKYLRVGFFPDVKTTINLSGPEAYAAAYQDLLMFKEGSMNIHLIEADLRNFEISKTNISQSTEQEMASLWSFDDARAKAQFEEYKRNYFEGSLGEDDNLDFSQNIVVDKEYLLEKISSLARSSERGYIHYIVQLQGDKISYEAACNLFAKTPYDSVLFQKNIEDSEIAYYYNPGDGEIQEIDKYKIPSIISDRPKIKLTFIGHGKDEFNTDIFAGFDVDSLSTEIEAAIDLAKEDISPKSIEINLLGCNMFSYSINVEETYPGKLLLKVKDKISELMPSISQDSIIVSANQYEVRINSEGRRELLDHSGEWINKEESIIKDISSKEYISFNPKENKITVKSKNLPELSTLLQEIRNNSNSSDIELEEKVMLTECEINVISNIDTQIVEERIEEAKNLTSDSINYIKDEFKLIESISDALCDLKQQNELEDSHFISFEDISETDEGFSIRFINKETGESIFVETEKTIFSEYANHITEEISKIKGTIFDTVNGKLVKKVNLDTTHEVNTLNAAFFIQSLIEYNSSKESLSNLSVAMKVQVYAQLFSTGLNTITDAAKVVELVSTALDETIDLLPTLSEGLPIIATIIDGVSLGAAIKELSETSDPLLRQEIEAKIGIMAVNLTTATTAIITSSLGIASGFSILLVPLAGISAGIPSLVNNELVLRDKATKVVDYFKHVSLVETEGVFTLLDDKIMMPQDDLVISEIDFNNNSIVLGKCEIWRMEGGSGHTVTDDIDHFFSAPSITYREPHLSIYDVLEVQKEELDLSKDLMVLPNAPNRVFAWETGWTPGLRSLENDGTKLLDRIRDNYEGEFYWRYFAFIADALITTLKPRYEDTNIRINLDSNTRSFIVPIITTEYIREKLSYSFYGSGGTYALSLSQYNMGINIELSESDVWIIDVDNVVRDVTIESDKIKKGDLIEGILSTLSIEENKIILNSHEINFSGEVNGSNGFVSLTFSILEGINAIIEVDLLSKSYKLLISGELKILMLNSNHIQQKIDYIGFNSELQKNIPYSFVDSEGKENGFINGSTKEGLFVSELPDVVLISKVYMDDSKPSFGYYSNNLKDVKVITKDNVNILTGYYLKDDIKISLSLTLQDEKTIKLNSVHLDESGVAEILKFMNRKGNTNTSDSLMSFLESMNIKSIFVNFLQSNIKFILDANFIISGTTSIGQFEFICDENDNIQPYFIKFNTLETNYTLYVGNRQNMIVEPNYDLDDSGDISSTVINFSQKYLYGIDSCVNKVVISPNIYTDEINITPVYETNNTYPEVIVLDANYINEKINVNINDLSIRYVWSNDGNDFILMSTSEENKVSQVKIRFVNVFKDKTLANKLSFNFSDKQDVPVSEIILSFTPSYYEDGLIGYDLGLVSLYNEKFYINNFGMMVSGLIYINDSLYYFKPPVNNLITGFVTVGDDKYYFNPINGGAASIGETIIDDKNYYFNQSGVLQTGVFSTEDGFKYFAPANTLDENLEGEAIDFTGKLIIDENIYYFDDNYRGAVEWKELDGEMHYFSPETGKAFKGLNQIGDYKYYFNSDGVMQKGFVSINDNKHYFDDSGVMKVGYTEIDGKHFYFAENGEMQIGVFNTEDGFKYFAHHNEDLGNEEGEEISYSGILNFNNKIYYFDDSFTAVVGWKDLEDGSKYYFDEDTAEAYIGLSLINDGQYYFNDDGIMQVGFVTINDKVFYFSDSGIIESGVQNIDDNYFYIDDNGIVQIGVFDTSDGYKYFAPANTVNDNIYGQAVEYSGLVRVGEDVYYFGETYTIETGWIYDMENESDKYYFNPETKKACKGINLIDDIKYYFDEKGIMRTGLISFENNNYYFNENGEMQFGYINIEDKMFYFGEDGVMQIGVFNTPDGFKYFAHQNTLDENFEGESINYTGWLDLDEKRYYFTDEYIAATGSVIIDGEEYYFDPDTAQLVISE
Active calls of the source: *.

SMILES	TcdB GH inh
COc1cccc(CN2[C@@H](CO)[C@@H](c3ccccc3)C23CN(C(=O)C2CCOCC2)C3)c1	-1.0
C[C@H]1CN([C@@H](C)CO)C(=O)c2cc(/C=C/c3ccccc3)cnc2O[C@@H]1CN(C)C(=O)c1ccccc1	1.6
C/C=C/c1ccc([C@H]2[C@H]3CN(S(=O)(=O)c4cccc(F)c4)CC(=O)N3[C@H]2CO)cc1	-1.8
CNC[C@H]1OCCCC[C@H](C)Oc2ccc(NS(=O)(=O)c3ccccc3)cc2C(=O)N([C@@H](C)CO)C[C@H]1C	1.3
C[C@H]1CN([C@@H](C)CO)C(=O)c2cc(NS(C)(=O)=O)ccc2O[C@@H]1CN(C)C(=O)Nc1ccc2c(c1)OCO2	-7.1
O=C(C[C@H]1C=C[C@@H](NC(=O)C2CCC2)[C@@H](CO)O1)NC1CCCCC1	-1.4
C[C@@H]1CN([C@@H](C)CO)C(=O)c2cccc(NC(=O)NC3CCCCC3)c2O[C@@H]1CN(C)Cc1ccncc1	0.6
C[C@@H]1CN([C@@H](C)CO)C(=O)c2cc(NS(=O)(=O)c3ccc(Cl)cc3)ccc2O[C@@H](C)CCCCO[C@@H]1CN(C)S(=O)(=O)c1cccs1	0.7
CCCN1C[C@@H](C)[C@@H](OC)CN(C)C(=O)c2ccc(NC(=O)Nc3c(C)noc3C)cc2OC[C@@H]1C	-0.5
CC=Cc1ccc2n(c1=O)C[C@@H]1[C@@H](CO)[C@H](C(=O)NCC3CC3)[C@H]2N1Cc1cccnc1 (mixture of isomers)	-5.8
COCC(=O)Nc1ccc2c(c1)C(=O)N(C)C[C@@H](OC)[C@@H](C)CN(Cc1ccccc1F)[C@@H](C)CO2	-1.6
C[C@H]1CN([C@@H](C)CO)C(=O)c2c(c3ccccc3n2C)-c2ccccc2CO[C@@H]1CN(C)Cc1ccc(-c2ccccc2)cc1	0.5

Reprinted at random: 2 entries already listed.
SMILES	TcdB GH inh
COCC(=O)Nc1ccc2c(c1)C(=O)N(C)C[C@@H](OC)[C@@H](C)CN(Cc1ccccc1F)[C@@H](C)CO2	-1.6
C[C@H]1CN([C@@H](C)CO)C(=O)c2c(c3ccccc3n2C)-c2ccccc2CO[C@@H]1CN(C)Cc1ccc(-c2ccccc2)cc1	0.5

(more compounds)
SMILES	TcdB GH inh
CCC(=O)N1C[C@@H](C)[C@H](OC)CN(C)C(=O)c2ccc(NC(=O)C3CC3)cc2OC[C@H]1C	0.2
O=C(C[C@H]1CC[C@H]2[C@@H](COC[C@H](O)CN2Cc2ccccc2F)O1)NC1CCC1	-2.6
C[C@@H]1CCCCO[C@H](CN(C)Cc2ccncc2)[C@H](C)CN([C@@H](C)CO)C(=O)c2cc(NS(=O)(=O)c3cccs3)ccc2O1	-0.1
C[C@@H]1CN([C@@H](C)CO)C(=O)c2cc(NC(=O)Nc3cccc4ccccc34)ccc2O[C@@H]1CN(C)Cc1ccc(C(F)(F)F)cc1	0.4
Cc1cccc(S(=O)(=O)N2C[C@H]3[C@@H](c4ccccc42)[C@@H](CO)N3CC2CCCC2)c1	-0.6
O=C(C[C@@H]1C[C@@H]2c3cc(NC(=O)CC4CC4)ccc3O[C@@H]2[C@@H](CO)O1)NCc1cc(F)ccc1F	0.1
Cc1cc(C(=O)Nc2cccc3c2O[C@H](CN(C)C(=O)Nc2ccccc2)[C@H](C)CN([C@@H](C)CO)C3=O)n(C)n1	0.6
CNC[C@@H]1Oc2cc(C#CC3(O)CCCC3)ccc2S(=O)(=O)N([C@@H](C)CO)C[C@@H]1C	-0.4
COCC(=O)Nc1ccc2c(c1)C(=O)N(C)C[C@@H](OC)[C@H](C)CN(CCc1ccccc1)[C@@H](C)CO2	0.1
C[C@@H]1CN([C@@H](C)CO)S(=O)(=O)c2ccc(C#Cc3ccncc3)cc2O[C@H]1CN(C)C(=O)C1CCOCC1	-0.1
Cc1ccc2nc(-c3ccc(Cl)cc3)c(Cc3cccc(F)c3)n2c1	1.8
O=C(C[C@H]1CC[C@H]2[C@@H](COC[C@@H](O)CN2C(=O)c2cccnc2)O1)NC1Cc2ccccc2C1	1.1

In the list so far, these contain sulfur:
SMILES	TcdB GH inh
C/C=C/c1ccc([C@H]2[C@H]3CN(S(=O)(=O)c4cccc(F)c4)CC(=O)N3[C@H]2CO)cc1	-1.8
CNC[C@H]1OCCCC[C@H](C)Oc2ccc(NS(=O)(=O)c3ccccc3)cc2C(=O)N([C@@H](C)CO)C[C@H]1C	1.3
C[C@H]1CN([C@@H](C)CO)C(=O)c2cc(NS(C)(=O)=O)ccc2O[C@@H]1CN(C)C(=O)Nc1ccc2c(c1)OCO2	-7.1
C[C@@H]1CN([C@@H](C)CO)C(=O)c2cc(NS(=O)(=O)c3ccc(Cl)cc3)ccc2O[C@@H](C)CCCCO[C@@H]1CN(C)S(=O)(=O)c1cccs1	0.7
C[C@@H]1CCCCO[C@H](CN(C)Cc2ccncc2)[C@H](C)CN([C@@H](C)CO)C(=O)c2cc(NS(=O)(=O)c3cccs3)ccc2O1	-0.1
Cc1cccc(S(=O)(=O)N2C[C@H]3[C@@H](c4ccccc42)[C@@H](CO)N3CC2CCCC2)c1	-0.6
CNC[C@@H]1Oc2cc(C#CC3(O)CCCC3)ccc2S(=O)(=O)N([C@@H](C)CO)C[C@@H]1C	-0.4
C[C@@H]1CN([C@@H](C)CO)S(=O)(=O)c2ccc(C#Cc3ccncc3)cc2O[C@H]1CN(C)C(=O)C1CCOCC1	-0.1

(listing goes on)
SMILES	TcdB GH inh
O=C(N[C@@H]1CC[C@H](CCNS(=O)(=O)c2cccc(Cl)c2)O[C@H]1CO)c1ccncc1	-0.4
Cc1ccc(S(=O)(=O)N[C@@H]2CC[C@H](CCNC(=O)C3CC3)O[C@@H]2CO)cc1	0.2
CCC(=O)N1CC[C@@H]2[C@@H](CO)N(C)c3ccc(-c4ccccc4)cc3[C@@H]21	21*
CC(=O)N(C)C[C@H]1Oc2cc(C#C[C@H](C)O)ccc2S(=O)(=O)N([C@H](C)CO)C[C@H]1C	-0.1
COc1ccc(CN(C)C[C@H]2Oc3ccc(NC(=O)Nc4ccc(C(F)(F)F)cc4)cc3CC(=O)N([C@@H](C)CO)C[C@@H]2C)cc1	-1.0
O=C(C[C@H]1CC[C@H](NC(=O)Nc2cc(F)ccc2F)[C@H](CO)O1)NCc1ccc2c(c1)OCO2	-1.0
CC(=O)Oc1ccccc1C(=O)OCO/N=[N+](\[O-])N1CCC[C@H]1C(=O)O	0.7
O=S(=O)(c1ccccc1)N1CCCCN2[C@H](CO)[C@H](c3ccc(C#Cc4ccccc4)cc3)[C@@H]2C1	0.5
CC(C)CC#Cc1ccc2c(c1)O[C@H](CN(C)Cc1cccnc1)[C@@H](C)CN([C@H](C)CO)S2(=O)=O	0.7
CCCNC(=O)N(C)C[C@@H]1Oc2ncc(Br)cc2C(=O)N([C@@H](C)CO)C[C@H]1C	1.0
C[C@H]1CN([C@@H](C)CO)C(=O)c2cc(NC(=O)Cc3ccccc3)ccc2O[C@H]1CN(C)C(=O)NC1CCCCC1	1.1
CN(C)CC(=O)Nc1ccc2c(c1)[C@H]1C[C@H](CC(=O)N(C)C)O[C@H](CO)[C@H]1O2	-2.2
C[C@@H]1CN([C@@H](C)CO)C(=O)c2cccc(NC(=O)c3cnccn3)c2O[C@@H]1CN(C)C(=O)Nc1ccc(C(F)(F)F)cc1	1.0
CCCNC(=O)C[C@@H]1CC[C@@H]2[C@H](COc3ccc(NC(=O)CCC)cc3C(=O)N2C)O1	-2.3
C[C@@H]1CCCCO[C@H](CN(C)S(=O)(=O)c2cccs2)[C@H](C)CN([C@@H](C)CO)C(=O)c2cc(NC(=O)Nc3ccc4c(c3)OCO4)ccc2O1	-0.3
O=C(NCc1cc(F)cc(F)c1)[C@H]1[C@H](CO)[C@H]2Cn3c(cccc3=O)[C@@H]1N2	2.6
CCCNC(=O)Nc1ccc2c(c1)OC[C@@H](C)N(Cc1cncnc1)C[C@@H](C)[C@H](OC)CN(C)C2=O	0.7
C[C@H]1CN([C@@H](C)CO)C(=O)c2c(c3ccccc3n2C)-c2ccccc2CO[C@@H]1CN(C)C(=O)Nc1ccccc1	-0.1
COc1ccc(S(=O)(=O)N(C)C[C@@H]2Oc3ccc(N(C)C)cc3CC(=O)N([C@@H](C)CO)C[C@H]2C)cc1	-3.4
C[C@H](CO)N1C[C@H](C)[C@@H](CN(C)C(=O)Nc2ccc(C(F)(F)F)cc2)OCCCC[C@H](C)Oc2ccc(NS(=O)(=O)c3cn(C)cn3)cc2C1=O	1.6
O=C(NCc1ccccc1)[C@@]1(Cc2ccccc2)N=C(c2ccc(OCCCO)cc2)O[C@H]1c1ccccc1	-1.5
Cc1noc(C)c1NC(=O)Nc1ccc2c(c1)C(=O)N([C@@H](C)CO)C[C@@H](C)[C@H](CN(C)C(=O)Nc1ccc3c(c1)OCO3)O2	-1.1
C[C@@H]1CN([C@H](C)CO)C(=O)c2cc(NC(=O)Nc3ccc(C(F)(F)F)cc3)ccc2O[C@@H]1CN(C)C(=O)Nc1ccccc1	-0.2
CCNC(=O)C[C@H]1CC[C@@H]2[C@H](COc3ccc(NC(=O)Nc4ccccc4F)cc3C(=O)N2C)O1	2.9
COc1ccccc1C(CC(=O)c1ccccc1)C(=O)c1ccccc1 (configuration not stated)	0.4
O=C(Nc1cccc(F)c1)N1CCCCN2[C@H](CO)[C@H](c3ccc(-c4ccncc4)cc3)[C@H]2C1	-1.8
CCCC(=O)Nc1ccc2c(c1)C(=O)N(C)C[C@@H](OC)[C@H](C)CN(C(=O)CN1CCOCC1)[C@H](C)CO2	-0.7
COc1ccc(S(=O)(=O)N(C)C[C@@H]2Oc3ccc(NS(=O)(=O)c4ccc(C)cc4)cc3C(=O)N([C@@H](C)CO)C[C@@H]2C)cc1	-0.3
CCCC#Cc1ccc2c(c1)O[C@@H](CN(C)C(=O)C1CCC1)[C@H](C)CN([C@H](C)CO)S2(=O)=O	3.2
C[C@@H]1CN([C@H](C)CO)S(=O)(=O)c2ccc(C#Cc3cccc(F)c3)cc2O[C@H]1CN(C)S(=O)(=O)c1cn(C)cn1	1.3
C[C@@H]1CN([C@@H](C)CO)C(=O)c2cc(-c3ccc(F)cc3)cnc2O[C@H]1CN(C)CC1CCOCC1	0.0
CCCc1cn(CC[C@H]2CC[C@H](NS(=O)(=O)c3ccccc3Cl)[C@@H](CO)O2)nn1	0.8
O=C(C[C@H]1CC[C@@H](NS(=O)(=O)c2cccc(F)c2)[C@@H](CO)O1)NCc1ccc2c(c1)OCO2	1.3
C/C=C/[C@@H](CCn1cc(CCO)nn1)[Si](C)(C)c1ccc(OC)cc1	0.6
C[C@@H]1CN([C@H](C)CO)S(=O)(=O)c2ccc(C#CC3CC3)cc2O[C@@H]1CN(C)C(=O)C1CCC1	0.0
CCCC#Cc1ccc2c(c1)[C@@H]1[C@@H](CCN1S(=O)(=O)c1ccccc1C)[C@@H](CO)N2	1.5
CN1C(=O)c2cc(NC(=O)C3CC3)ccc2OC[C@@H]2O[C@H](CC(=O)NCCc3ccncc3)CC[C@H]21	0.9
CO[C@H]1CN(C)C(=O)c2ccc(NS(=O)(=O)c3ccc(C)cc3)cc2OC[C@H](C)N(C)C[C@@H]1C	-2.0
C[C@@H]1CN([C@@H](C)CO)C(=O)c2cc(-c3ccccc3)cnc2O[C@H]1CN(C)C(=O)Cc1ccccn1	1.4
O=C(N[C@@H]1CC[C@@H](CCNS(=O)(=O)c2ccccc2)O[C@@H]1CO)c1cccnc1	-0.5
COc1cccc(CN2CC3(CN(CC4CC4)C3)c3c([nH]c4cc(OC)ccc34)[C@H]2CO)c1	0.0
CCCC(=O)Nc1ccc2c(c1)C(=O)N(C)[C@@H]1CC[C@H](CC(=O)NCc3ccccc3Cl)O[C@@H]1CO2	1.0
Cc1ccc(N2C(=O)c3ccccc3[C@](C)(C(=O)O)[C@@H]2c2ccc(CO)cc2)nc1	-2.9
CCOC(=O)/C=C/c1cc(F)ccc1O	0.6
COc1ccc(S(=O)(=O)Nc2ccc3c(c2)CC(=O)N([C@H](C)CO)C[C@@H](C)[C@@H](CN(C)Cc2ccccc2)O3)cc1	0.3
C[C@H](CO)N1C[C@H](C)[C@@H](CN(C)Cc2ccccn2)Oc2ncc(C#CC3CC3)cc2C1=O	0.0
COc1ccc(NC(=O)N(C)C[C@@H]2Oc3ccc(NC(=O)C4CCCCC4)cc3CC(=O)N([C@H](C)CO)C[C@H]2C)cc1	0.8
C[C@H]1CN([C@@H](C)CO)C(=O)c2cc(NS(=O)(=O)c3ccc(Cl)cc3)ccc2O[C@@H]1CN(C)C(=O)Nc1cccc2ccccc12	1.3
COc1ccc(S(=O)(=O)N(C)C[C@@H]2Oc3ccc(NS(=O)(=O)c4c(C)noc4C)cc3C(=O)N([C@@H](C)CO)C[C@@H]2C)cc1	-0.1
O=C(NC1CCCCC1)N1CC(=O)N2[C@H](CO)[C@H](c3ccc(/C=C/c4ccccc4)cc3)[C@H]2C1	-1.3
C[C@@H]1CN([C@@H](C)CO)S(=O)(=O)c2ccc(-c3cccc(C#N)c3)cc2O[C@@H]1CN(C)CC1CC1	-3.5
CCCN(C)C[C@@H]1OCCCC[C@@H](C)Oc2ccc(NS(=O)(=O)c3ccc(F)cc3)cc2C(=O)N([C@@H](C)CO)C[C@@H]1C	-0.9
C[C@H](CO)N1C[C@H](C)[C@H](CN(C)C(=O)c2ccccc2)OCCCC[C@H](C)Oc2ccc(NS(=O)(=O)c3cccs3)cc2C1=O	-0.1
CO[C@H]1CN(C)C(=O)c2ccc(NC(=O)NC(C)C)cc2OC[C@H](C)N(CCC(F)(F)F)C[C@H]1C	0.3
CCCC(=O)N1CCC2(CC1)CN(C(=O)CC)[C@@H](CO)c1c2c2ccc(OC)cc2n1C	-0.3
O=C(C1CCC1)N1CC[C@H]2[C@H](CO)Nc3ccc(Br)cc3[C@H]21	1.2
COC(=O)[C@H](Cc1ccccc1)N1Cc2ccccc2Oc2cc(Br)ccc2S1(=O)=O	-0.1
C[C@@H]1CN([C@H](C)CO)C(=O)c2cc(-c3cncnc3)cnc2O[C@H]1CN(C)C(=O)c1cccc(F)c1	0.7
C[C@H]1CCCCO[C@H](CN(C)C(=O)c2ccccc2)[C@@H](C)CN([C@@H](C)CO)C(=O)c2cc(NC(=O)NC3CCCCC3)ccc2O1	-4.0
C[C@H](CO)N1C[C@H](C)[C@@H](CN(C)C)Oc2ncc(C#Cc3cccnc3)cc2C1=O	0.8

Screening data deposited in PubChem by Broad Institute.

This is a subset; rates above refer to the full screens.
